S1P2 antag: antagonists of human S1P2 receptor; O95136; cell-based S1P2 antagonist assay, inhibition at 5 uM; inhibition, % at 5 µM; 97,000 tested, 0.21% active; in the data active = inhibition above about 45%;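 note: CRE beta-lactamase reporter cells expressing human S1P2 stimulated with S1P; 0% = agonist at EC80 alone and 100% = agonist plus reference antagonist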
MT1-MMP txn act: activates MT1-MMP transcription; activation factor at 10 µM; 86,000 tested, 0.16% active; HT1080 MT1-MMP promoter luciferase reporter, luminescence, overnight; stronger effect = higher value;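 active = activation factor of at least 2 for MT1-MMP transcription at 10 µM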
PLK1 kinase inh: blocks human PLK1 kinase activity | recombinant PLK1 kinase, TR-FRET peptide phosphorylation | 97,000 tested, 0.53% active | inhibition, % at 10 µM | AID 619 | P53350;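 active = inhibition of 50% or more in the single-concentration screen; inactive = inhibition below 50%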;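 note: 0% = DMSO max control and 100% = H-89 dihydrochloride min control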
S1P2 ag: activates the human S1P2 receptor | activation, % at 4.5 µM | S1P2-expressing cell line, agonist reporter read-out | 97,000 tested, 0.46% active; in the data active = activation above about 16%;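 note: 0% = vehicle low control and 100% = maximal reference agonist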
EphB4 ephrin blk: EphB4-ephrin-B2 interaction antagonism | P54760 | EphB4 LBD / TNYL-RAW-Alexa532 peptide, fluorescence polarization | inhibition, % at 7 µM | 97,000 tested, 0.15% active;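 active = inhibition above the screen-wide mean inhibition plus 3 SD, cut at about 15% in these data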;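 note: 0% = DMSO wells and 100% = excess unlabeled TNYL-RAW peptide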
Target sequence (P54760 whole entry, looked up, the tested form may be a part): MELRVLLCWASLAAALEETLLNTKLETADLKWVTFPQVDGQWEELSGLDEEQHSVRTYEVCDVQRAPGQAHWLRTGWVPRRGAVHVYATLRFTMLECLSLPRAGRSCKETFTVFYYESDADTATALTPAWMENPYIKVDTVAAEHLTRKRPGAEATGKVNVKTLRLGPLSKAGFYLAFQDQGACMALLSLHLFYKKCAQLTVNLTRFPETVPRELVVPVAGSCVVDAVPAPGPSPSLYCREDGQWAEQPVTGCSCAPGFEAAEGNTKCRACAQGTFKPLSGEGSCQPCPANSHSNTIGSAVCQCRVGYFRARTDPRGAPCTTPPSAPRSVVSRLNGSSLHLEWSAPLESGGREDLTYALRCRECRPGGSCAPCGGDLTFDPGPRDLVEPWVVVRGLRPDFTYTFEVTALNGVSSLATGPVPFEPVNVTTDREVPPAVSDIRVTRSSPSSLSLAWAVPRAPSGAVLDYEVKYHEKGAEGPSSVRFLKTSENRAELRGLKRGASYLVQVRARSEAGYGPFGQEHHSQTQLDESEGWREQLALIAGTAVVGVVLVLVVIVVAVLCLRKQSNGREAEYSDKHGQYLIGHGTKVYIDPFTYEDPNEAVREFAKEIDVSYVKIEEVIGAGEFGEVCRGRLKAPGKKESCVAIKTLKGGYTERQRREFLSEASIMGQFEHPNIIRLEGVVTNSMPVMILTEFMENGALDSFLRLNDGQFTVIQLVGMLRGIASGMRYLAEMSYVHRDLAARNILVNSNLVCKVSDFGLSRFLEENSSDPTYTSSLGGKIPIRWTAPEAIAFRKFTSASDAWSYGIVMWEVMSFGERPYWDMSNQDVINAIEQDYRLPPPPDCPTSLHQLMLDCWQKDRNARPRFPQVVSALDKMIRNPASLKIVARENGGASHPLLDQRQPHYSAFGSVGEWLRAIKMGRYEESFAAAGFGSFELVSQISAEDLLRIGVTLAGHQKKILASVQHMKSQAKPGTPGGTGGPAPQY
FAK blocker: blocks human focal adhesion kinase activity; 97,000 tested, 0.84% active; Q05397; biochemical FAK kinase activity assay; AID 727; inhibition, %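 (tested at 7 µM)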; in the data active = inhibition above about 19%;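 note: 0% = DMSO and 100% = reference compound high control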
HIV Rev-RRE inh: inhibitors of HIV-1 Rev-RRE RNA interaction; P05866; Rev peptide-RRE RNA binding, FRET; inhibition, % at 8 µM; 97,000 tested, 0.79% active;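 active = inhibition above the screen-wide mean plus 3 SD, cut at about 35% in these data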;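 note: 0% = median DMSO wells and 100% = median Neomycin B control wells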
Target sequence (P05866 whole entry, looked up): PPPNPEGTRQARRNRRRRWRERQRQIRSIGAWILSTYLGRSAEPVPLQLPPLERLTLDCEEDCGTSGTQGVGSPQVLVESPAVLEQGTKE
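Test system – labelled RRE RNA duplex and labelled Rev peptide · Reagent – labelled Rev peptide · Doses – one concentration, 8 µM nominal · Incubation – 5 + 15 min at 25 °C · Signal – FRET fluorescence readout · Read-out basis – % inhibition of FRET ratio versus controls · Control set – DMSO wells as 0% and neomycin B wells as 100% inhibition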
PLK1 PBD inh: Plk1 (human) PBD binding inhibition; P53350; Plk1 PBD phosphopeptide binding, fluorescence polarization; inhibition, %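 (tested at about 20 µM)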; 97,000 tested, 0.13% active; in the data active = inhibition above about 34%, passing the limit was not always enough
PLAP act: activators of human placental alkaline phosphatase. 96,000 tested, 1.2% active. AID 696. P05187. activation fold at 20 µM. purified PLAP enzyme, luminescent substrate read-out; stronger effect = higher value; in the data active = activation fold above about 2
An asterisk follows results filed as active; . = not tested or not shown.

SMILES	S1P2 antag	MT1-MMP txn act	PLK1 kinase inh	S1P2 ag	EphB4 ephrin blk	FAK blocker	HIV Rev-RRE inh	PLK1 PBD inh	PLAP act
Cc1ccc(C(C)C)c(Oc2nnnn2-c2ccccc2)c1	4	.	-10	-4	-4	2	10	-21	0.9
CCN(CC)c1ccc(NC(=O)Cn2nnc(-c3cccc(OC)c3OC)n2)c(C)c1	-3	1.2	-4	-4	-2	3	5	6	1.1
Cc1cc(NC(=O)CCc2ccc(S(=O)(=O)N3CCOCC3)cc2)n(-c2ccccc2)n1	24	.	-3	-2	10	6	5	5	.
c1csc(-c2ncc3ccccn23)c1	2	1.4	-5	-10	3	-2	14	6	1
CCOC(=O)C1CCN(C(c2cc3cc(C)cc(C)c3[nH]c2=O)c2nnnn2C2CCCCC2)CC1 (stereo unspecified)	-8	1.3	-12	-2	-5	5	5	23	.
CCC(C)c1ccc(O)c(NC(=O)c2cccnc2)c1 (stereo unspecified)	18	1.1	-12	-9	-7	2	-6	-10	1.1
Cn1c(C(=O)NCCCN2CCCC2=O)cc2c(=O)n(C)c3ccccc3c21	-26	1.1	-15	-4	-4	3	1	-25	1.3
N#Cc1c2n(c3c(=O)n(CC(=O)c4ccc(Br)cc4)cnc13)CCCC2	-9	0.9	-5	-5	-2	-1	8	6	1
Cc1cc(Cl)ccc1Oc1nccc(N(C)C)c1C#N	20	.	-6	-10	4	6	7	-10	1.1
C#CCOc1ccc(Br)cc1/C=N/O	-5	1.3	16	-2	-4	2	8	-39	0.9
Cn1c(=O)c(=O)n(C)c2cc(S(=O)(=O)N3CCC(Cc4ccccc4)CC3)ccc21	14	1.3	-18	2	4	0	0	-14	0.8
CC(C)N(Cc1nc(-c2ccccc2)no1)C(=O)CCCN1C(=O)c2ccccc2C1=O	11	1.1	-11	-3	-4	-1	11	-6	1.5
CC(=O)Nc1ccc(S(=O)(=O)NC(CC(=O)O)c2ccc(OC(C)C)cc2)cc1 (stereo unspecified)	-8	1.2	-6	-3	-2	-2	3	20	1
COc1ccc(C=NCC2COc3ccccc3O2)cc1OC (stereo unspecified)	-1	1.1	-10	-1	-9	1	7	0	0.9
Cc1ccc(NC(=O)CS(=O)CC(=O)NC(C)CCc2ccco2)cc1Cl (stereo unspecified)	16	1.2	-10	-4	-1	0	7	4	0.9
Cc1cc(C)n(-c2ccc(C(=O)OCC(=O)Nc3ccc(S(=O)(=O)N4CCOCC4)cc3)cc2)n1	-5	1	-1	-2	2	6	12	-3	1.6
O=C1C2C3C=CC(C3=C3CCCCC3)C2C(=O)N1c1ccccc1 (stereo unspecified)	5	1.3	-17	-5	0	-3	5	-2	0.8
OCc1cn(-c2ccccc2)nc1-c1ccco1	-1	1.3	-7	-5	-1	0	5	-14	0.9
O=C(COc1ccc(S(=O)(=O)N2CCCC2)cc1)NCCC1=CCCCC1	6	1.2	-14	-2	-4	23*	9	-4	1.2
O=C(Nc1nc2ccccc2n1Cc1ccccc1)c1ccco1	-22	1.2	-5	-4	6	0	13	-10	1.4
Cc1ccc(S(=O)(=O)N2CCC(C(=O)N3CCC[C@H]3C(=O)NCc3ccccc3)CC2)cc1	6	1	-7	-4	-2	0	-2	17	1.3
CC(C)OC(=O)C1C2C=CC3(CN(C(C)c4ccc(Br)cc4)C(=O)C13)O2 (stereo unspecified)	5	1.1	74*	0	1	-5	2	-11	1.7
COCCN(C(=O)CN1CCc2ccccc2C1)c1c(N)n(Cc2ccccc2)c(=O)[nH]c1=O	6	1.1	1	-6	-2	-3	5	-21	1.3
Nc1nc(CN2CCCCCC2)nc(Nc2ccccc2)n1	15	1.1	-11	-10	-3	-11	-7	23	1.5
Cc1c(NC(=O)c2noc(C(C)C)c2[N+](=O)[O-])c(=O)n(-c2ccccc2)n1C	3	.	-6	-2	1	-2	9	21	0.9

Continued:
SMILES	S1P2 antag	MT1-MMP txn act	PLK1 kinase inh	S1P2 ag	EphB4 ephrin blk	FAK blocker	HIV Rev-RRE inh	PLK1 PBD inh	PLAP act
O=C(c1ccccc1)[C@H]1[C@H](c2ccccc2)[C@@]2(N=C(c3ccccc3)OC2=O)C2c3ccccc3C=NN21 (stereo partly specified)	-8	1.6	-13	-6	-1	-2	0	-8	1.3
COc1cc(NC(=O)C2CCN(S(=O)(=O)c3ccc(Cl)cc3)CC2)ccc1-n1cnnn1	0	1.1	-3	-3	5	-2	7	20	1.4
Cc1ccc(C2C=C(c3ccc4c(c3)OCO4)Nc3ncnn32)cc1 (stereo unspecified)	23	1.4	-1	-3	-2	-3	29	-31	1.2
COc1cccc(-c2nnn(CC(C)=O)n2)c1	16	1.8	-10	-2	0	2	2	-22	.
Cc1ccc(C(=O)CCC(=O)O)cc1	-3	.	4	0	-2	1	1	9	1.1
Cc1nc2scc(-c3cccs3)c2c(=O)n1-n1cccc1	2	1	36	-2	-8	1	3	-2	0.9
COc1ccc(NC(=O)CSc2nc(N)c(C(=O)Nc3ccc(N(C)C)cc3)s2)cc1	-2	1.4	1	-6	-7	4	1	-2	0.7
CCOc1ccc2c(=O)c(Oc3ccccc3)c(C)oc2c1	8	1.3	0	-6	7	6	6	0	0.7
CCC(=O)Nc1ccc(NC(=O)c2c(C)nc3ccccn23)cc1	-8	1.2	-1	-8	3	7	-1	-14	0.9
Cc1cccc(-c2noc(CN(C(=O)c3c(-c4ccccc4Cl)noc3C)C(C)C)n2)c1	-2	1	-13	-2	-2	2	3	0	1.4
Cc1ccc(C)c2[nH]c(=O)c(CCNS(=O)(=O)c3ccccc3)cc12	3	.	6	-2	-12	-8	2	18	1.4
COC(=O)c1ccc(S(=O)(=O)N2C3CCC2CC(NC(=O)C2CC2)C3)cc1 (stereo unspecified)	12	1.1	-7	-1	6	0	5	-8	1.2
COc1ccc(NC(=S)N2CCC(C(=O)N3CCCCCC3)CC2)cc1	14	.	-12	-5	4	3	6	-21	1.3
CCc1ccc2[nH]c(=O)c(C(c3nnnn3Cc3ccco3)N3CCC(C)CC3)cc2c1 (stereo unspecified)	-24	1.2	-27	-1	-5	1	13	2	0.9
C=CCOC(=O)C1=C(C)Nc2ncnn2C1c1cc(Br)ccc1F (stereo unspecified)	-9	0.9	6	-5	-1	-2	6	18	1.2
CN(c1ccccc1C(=O)NCc1ccco1)S(C)(=O)=O	9	1.1	-3	-4	1	3	3	-9	0.9
CCCCn1c(C)cc2cc(O)ccc21	7	1.2	-9	-3	-1	2	30	-3	0.9
O=C(O)CCc1ccc(-c2ccccc2)n1-c1cccc(O)c1	13	1.3	-14	-10	11	-7	7	7	1.5
O=C(COC(=O)c1cccs1)NCc1ccccc1	-5	1.1	-10	-1	1	-1	6	4	0.9
COc1ccc(-c2csc(Cc3nnc4n3CCCCC4)n2)cc1	5	1.1	-7	-4	3	5	3	-16	1.2
CN1CCCC(OC(=O)CCCCC(=O)OC2CCCN(C)C2)C1 (stereo unspecified)	-20	1.2	-6	-3	1	2	3	-3	0.8
CC(C)(C)c1csc(NC2=NS(=O)(=O)c3ccccc32)n1	15	1.1	-10	-6	7	-1	11	12	0.9
Cc1nc2sc(C(c3ccc(Cl)cc3)N3CCN(c4ccccc4F)CC3)c(O)n2n1 (stereo unspecified)	16	1.1	-2	-9	4	-3	4	10	1
COC(C(=O)Nc1ccc(S(=O)(=O)N2CCCCC2)cc1)c1ccccc1 (stereo unspecified)	1	1.1	-9	-5	-4	2	9	-11	2*
CC(=O)/C=C/c1ccc2ccccc2n1	42	1.2	-2	-8	8	0	10	-7	1.1

At a glance, 7 of the compounds above:
SMILES	S1P2 antag	MT1-MMP txn act	PLK1 kinase inh	S1P2 ag	EphB4 ephrin blk	FAK blocker	HIV Rev-RRE inh	PLK1 PBD inh	PLAP act
O=C(COC(=O)c1cccs1)NCc1ccccc1	-5	1.1	-10	-1	1	-1	6	4	0.9
COc1ccc(-c2csc(Cc3nnc4n3CCCCC4)n2)cc1	5	1.1	-7	-4	3	5	3	-16	1.2
CN1CCCC(OC(=O)CCCCC(=O)OC2CCCN(C)C2)C1 (stereo unspecified)	-20	1.2	-6	-3	1	2	3	-3	0.8
CC(C)(C)c1csc(NC2=NS(=O)(=O)c3ccccc32)n1	15	1.1	-10	-6	7	-1	11	12	0.9
Cc1nc2sc(C(c3ccc(Cl)cc3)N3CCN(c4ccccc4F)CC3)c(O)n2n1 (stereo unspecified)	16	1.1	-2	-9	4	-3	4	10	1
COC(C(=O)Nc1ccc(S(=O)(=O)N2CCCCC2)cc1)c1ccccc1 (stereo unspecified)	1	1.1	-9	-5	-4	2	9	-11	2*
CC(=O)/C=C/c1ccc2ccccc2n1	42	1.2	-2	-8	8	0	10	-7	1.1

Next records
SMILES	S1P2 antag	MT1-MMP txn act	PLK1 kinase inh	S1P2 ag	EphB4 ephrin blk	FAK blocker	HIV Rev-RRE inh	PLK1 PBD inh	PLAP act
COc1ccc(S(=O)(=O)CCC(=O)NCCc2ccc(Cl)cc2)cc1	3	1.1	0	-3	4	0	-1	-13	1.1
COC(=O)C(C)NC(=O)C(C)NC(=O)OCc1ccccc1 (stereo unspecified)	23	1.1	2	-5	4	3	-2	-20	0.9
CCOC(=O)c1ccc2ncc(C(=O)OCC)c(NCCCN3CCOCC3)c2c1	-25	1.1	2	-5	-7	5	-5	12	1.5
CCCNC(=O)c1cccc(COCC(F)(F)F)c1	17	1.1	-11	-3	-6	0	0	17	.
Cc1ccc(C)n1-n1c(C)nc2sc3c(c2c1=O)CCCCC3	-1	1.1	-5	-4	5	-1	2	-2	0.9
COc1ccc(N(CC(=O)NC2CCCCC2)S(=O)(=O)c2c(C)[nH]c(=O)[nH]c2=O)cc1	-8	.	-4	-4	-1	-1	-3	33	1.2
COc1ccc(-c2csc(Nc3ccc(S(N)(=O)=O)cc3)n2)cc1	-16	1	-2	-3	2	0	9	-40	0.9
COc1nc(NC(C)=O)nc(C)c1Br	-11	1.1	0	-4	-1	-1	2	13	1
CCCn1c(=N)n(CCOCCOCCn2c(=N)n(CCC)c3ccccc32)c2ccccc21	0	1	19	-5	9	0	14	-5	.
COc1ccc(-c2nc3c(n2O)CCC/C3=N\O)cc1	8	1.9	-4	-5	4	-2	10	-7	0.9
CCc1nnc(NC(=O)C2Cc3ccccc3CN2S(=O)(=O)c2ccc(C)cc2)s1 (stereo unspecified)	22	1.7	-12	-1	7	5	13	6	1.2
CC(C)CC1NC(=S)N(C2CCCCC2)C1=O (stereo unspecified)	-31	.	-7	-1	-13	-2	-3	-11	1.2
Cc1cc(C(=O)CSc2nnc(Cc3ccccc3)o2)c(C)n1Cc1ccc2c(c1)OCO2	2	1.1	-4	-1	-2	-2	0	4	1.3
O=C(O)c1c[nH]c2c(C(F)(F)F)cccc2c1=O	-6	1.1	-38	-5	-1	-1	7	-8	0.8
c1ccc(COc2ccc(-c3csnn3)cc2)cc1	21	.	-14	1	0	9	8	4	0.9
COc1ccc(NC(=O)C2CC(=O)N(C(C)C)C2)cc1 (stereo unspecified)	6	1.1	-3	-6	-1	-3	7	6	0.9
COc1ccc2[nH]c(=O)c(CN(CCO)S(=O)(=O)c3c(C)ccc4nsnc34)cc2c1	-12	1.2	-23	-1	-2	0	7	16	1
COc1ccc2c(c1)CCc1c(C(=O)N3CCCc4ccccc43)noc1-2	-16	1.6	-10	-3	-3	3	11	5	1.3
O=c1c2ccccc2nc(-c2ccccc2)n1CCN1CCOCC1	22	1.3	-13	-2	2	3	5	-3	1.3
CCN1C(=O)/C(=C/c2nc3ccccc3c(=O)n2-c2ccccc2)c2ccccc21	15	.	-18	-6	-10	-1	2	57*	0.9
COc1ccc(/C=C2/N=C(c3cccs3)OC2=O)cc1OC(C)C	-15	.	4	-4	0	0	22	4	1.6
CCc1ccccc1Nc1nc(N)nc(CSCC(=O)c2cc(C)n(C)c2C)n1	1	1	-7	-1	2	-2	2	4	1.3
CC1=C(C(=O)OC2CCCCC2)C(c2ccco2)n2ncnc2N1 (stereo unspecified)	.	1.1	26	.	.	.	.	11	1.1
CN(C)S(=O)(=O)N1CCN(C(=O)c2ccccc2Cl)CC1	8	1.3	-17	-8	3	7	1	4	1.1

Screening results as filed in PubChem BioAssay.
